Screens: PubChem, several laboratories
PKA inh: inhibitors of human PKA kinase activity, primary screen, biochemical, ATP-depletion luminescence, Kemptide substrate; PKA Kemptide phosphorylation, Kinase-Glo ATP luminescence; cAMP-dependent protein kinase catalytic subunit alpha (Homo sapiens), P17612; 65,000 compounds, 0.1% hits; inhibition, % at 6 µM;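 active means inhibition above the screen-wide mean inhibition plus 3 SD, cut at about 21% in these data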; further: many of its hits are not listed in these tables
C1s inh: complement C1s protease inhibitors, primary screen, biochemical, 10-compound mixtures | Complement C1s subcomponent (Homo sapiens), P09871 | purified C1s, fluorogenic AMC substrate, pooled mixtures | mean inhibition % of two 10-compound mixtures (hits give high values), % at 5 µM (by protocol) | 62,000 compounds, 0.16% hits | AID 538, 2006;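 active means inhibition above 20% in each of the two 10-compound mixture wells holding the compound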;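 further: 0% = enzyme wells lacking compound mixture and 100% = no-enzyme blank wells; some compounds called inactive have numbers as strong as hits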
Target sequence (P09871 16-437 limits assumed): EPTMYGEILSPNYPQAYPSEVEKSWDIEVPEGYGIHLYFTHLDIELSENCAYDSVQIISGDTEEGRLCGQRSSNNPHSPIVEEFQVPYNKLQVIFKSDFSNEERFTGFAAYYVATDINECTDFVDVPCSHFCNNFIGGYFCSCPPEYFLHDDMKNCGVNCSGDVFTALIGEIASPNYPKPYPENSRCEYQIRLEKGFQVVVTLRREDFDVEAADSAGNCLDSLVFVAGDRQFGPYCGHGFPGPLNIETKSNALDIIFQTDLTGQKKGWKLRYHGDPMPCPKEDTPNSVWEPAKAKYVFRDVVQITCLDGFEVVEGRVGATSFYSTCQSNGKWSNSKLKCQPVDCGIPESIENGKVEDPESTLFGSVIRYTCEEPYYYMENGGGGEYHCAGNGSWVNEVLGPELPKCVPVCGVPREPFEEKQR
Target sequence (P09871 438-688 limits assumed): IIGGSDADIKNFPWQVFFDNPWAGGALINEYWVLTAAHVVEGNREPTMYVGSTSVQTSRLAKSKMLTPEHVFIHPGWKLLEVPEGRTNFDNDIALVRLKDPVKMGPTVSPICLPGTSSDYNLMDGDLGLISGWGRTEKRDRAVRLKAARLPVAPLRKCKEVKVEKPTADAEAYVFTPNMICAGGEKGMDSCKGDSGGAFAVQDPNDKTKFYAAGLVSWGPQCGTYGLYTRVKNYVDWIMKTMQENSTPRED
CatS inh: inhibitors of human cathepsin S, biochemical, compound mixtures. P25774. recombinant cathepsin S, AMC dipeptide fluorescence, pooled mixtures. inhibition, %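 (tested at 5 µM per compound within 10-compound mixtures)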. 62,000 compounds, 0.06% hits. AID 501, 2006; in the data active means inhibition above about 32%, passing the limit was not always enough;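 further: 0% = enzyme without compound and 100% = blank without enzyme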
FXIa mix inh: FXIa protease inhibitors in compound pools, primary screen, biochemical, 10-compound mixtures. purified FXIa, fluorogenic substrate, pooled mixtures. inhibition, % at 5 µM. 62,000 compounds, 0.19% hits. AID 680, 2007;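 further: each value is inhibition by a whole ten-compound pool holding the compound; 0% = enzyme with no mixture and 100% = wells lacking enzyme; strong numbers were not always called active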
ROCK2 inh: inhibitors of human ROCK2 kinase, primary screen, biochemical, high-throughput, luminescence; purified ROCK2, Kinase-Glo ATP depletion luminescence; 60,000 compounds, 0.35% hits; inhibition, % at 6 µM; AID 604, 2007;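 active means inhibition above the screen-wide mean inhibition plus 3 SD, cut at about 18% in these data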;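 further: plate controls were DMSO wells for no effect and Y-27632 control wells after no-enzyme background subtraction for full effect; many of its hits are not listed in these tables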
CatG inh: human cathepsin G inhibitors, primary screen, biochemical, pooled compound mixtures, AMC fluorescence; inhibition, % at 5 µM (by protocol); purified enzyme, AMC-tetrapeptide fluorescence; P08311; 62,000 compounds, 0.2% hits;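 active means inhibition above 20% in each of the two mixture wells holding the compound; inactive means inhibition of 20% or less in either well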;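 further: 0% = enzyme control without mixture and 100% = blank lacking enzyme; strong numbers were not always called active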
JNK3 blocker: JNK3 kinase activity inhibitors, primary screen, biochemical, human, purified enzyme | AID 746, 2007 | inhibition, % at 8 µM | HTS | 60,000 compounds, 0.61% hits | Mitogen-activated protein kinase 10 (Homo sapiens), P53779; in the data active means inhibition above about 17%;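 further: 0% = DMSO and 100% = reference inhibitor; many of its hits are not listed in these tables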
CatL block: inhibitors of human cathepsin L, biochemical; Procathepsin L (Homo sapiens), P07711; purified cathepsin L, fluorogenic substrate, fluorescence; inhibition, %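 (tested at 10 µM)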; 58,000 compounds, 0.17% hits; in the data active means inhibition above about 45%;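 further: 0% = enzyme with no compound and 100% = no enzyme blank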
Target sequence (P07711 114-288 limits assumed): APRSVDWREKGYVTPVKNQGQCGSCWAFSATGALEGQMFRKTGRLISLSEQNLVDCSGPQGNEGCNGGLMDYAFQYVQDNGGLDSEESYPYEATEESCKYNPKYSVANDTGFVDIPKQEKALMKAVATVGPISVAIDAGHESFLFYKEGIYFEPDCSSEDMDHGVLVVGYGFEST
Target sequence (P07711 292-333 limits assumed): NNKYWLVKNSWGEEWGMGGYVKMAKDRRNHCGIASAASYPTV
FXIIa inh mix: human factor XIIa inhibitors, primary screen, biochemical, pooled compound mixtures, fluorogenic substrate. purified FXIIa. 62,000 compounds, 0.2% hits. inhibition, % at 5 µM. Coagulation factor XII (Homo sapiens), P00748;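 further: 0% = enzyme without compound and 100% = no enzyme blank; some results filed as inactive read as strong as hits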
The depositor's hits bear a star; · = not tested or not shown. Unless noted, no stated cut-off is given here; in the data, active means inhibition above about 20% (passing the limit was not always enough); inactive means the rest.

No.	smiles	CatL block	C1s inh	FXIIa inh mix	CatS inh	CatG inh	JNK3 blocker	ROCK2 inh	PKA inh	FXIa mix inh
1	CCOC(=O)c1nnn(CC(=O)Nc2cc(Cl)ccc2C)c1C(=O)OCC	·	-232	-7	-18	-19	·	·	1	-30
2	CCC(=O)c1cc(F)c(N2CCN(S(=O)(=O)c3ccc(C)cc3)CC2)cc1C	·	-9	-14	2	7	2	5	12	3
3	COc1ccc(C2C(C#N)=C(SC)NC3=C2C(=O)CC(C)(C)C3)cc1 (centres undefined)	-11	·	·	·	·	2	5	-1	·
4	COc1ccc(OC)c2c(C)cc(N3CCCN(C)CC3)nc12	-4	-14	3	-5	-2	·	·	·	6
5	COc1cccc(/C(O)=C2/C(=O)C(=O)N(CCCN(C)C)C2c2cccc(Cl)c2)c1 (centres undefined)	-7	·	·	·	·	-6	7	5	·
6	CCOc1ccc(-c2n[nH]c(C)c2-c2ccccc2OC)c(O)c1	15	-29	-5	-3	0	-1	3	5	6
7	CSc1nnc2n(-c3ccc(C)cc3)c(=O)c3c4c(sc3n12)COC(C(C)C)C4 (centres undefined)	·	12	-3	4	11	-6	4	4	6
8	COCCn1c(SCC(=O)N2CCCC2)nnc1-c1ccoc1C	30	-1	10	0	6	1	7	7	-6
9	O=C(NCCN1CCCC1)c1ccc(CS(=O)(=O)c2c(Cl)cccc2Cl)o1	·	10	7	-6	10	8	9	5	9
10	COC(=O)NCC(c1cccnc1)N1CCN(c2ccccc2OC)CC1 (centres undefined)	11	-22	3	9	6	9	6	5	7
11	COc1ccc(C(=O)Nc2ncc3c(n2)CC(c2ccco2)CC3=O)cc1 (centres undefined)	8	-39	0	10	-7	0	-1	2	-2
12	CC(C(=O)Nc1ccccn1)N1C(=O)C2C3C=CC(C3)C2C1=O (centres undefined)	18	17	2	-1	11	7	5	8	7

The last three entries of the section above open the next one.
No.	smiles	CatL block	C1s inh	FXIIa inh mix	CatS inh	CatG inh	JNK3 blocker	ROCK2 inh	PKA inh	FXIa mix inh
10	COC(=O)NCC(c1cccnc1)N1CCN(c2ccccc2OC)CC1 (centres undefined)	11	-22	3	9	6	9	6	5	7
11	COc1ccc(C(=O)Nc2ncc3c(n2)CC(c2ccco2)CC3=O)cc1 (centres undefined)	8	-39	0	10	-7	0	-1	2	-2
12	CC(C(=O)Nc1ccccn1)N1C(=O)C2C3C=CC(C3)C2C1=O (centres undefined)	18	17	2	-1	11	7	5	8	7
13	CC(C)CN(CC(C)C)C(=O)CS(=O)(=O)Cc1ccccc1	-1	-4	8	4	12	3	4	1	4
14	O=C1CC(N2CCN(c3ccc(S(=O)(=O)N4CCOCC4)cc3)CC2)C(=O)N1Cc1ccccc1 (centres undefined)	-2	4	-28	-1	4	-10	0	-2	8
15	CN1C(=O)CSc2ccc(NC(=O)N3CCN(c4ccccn4)CC3)cc21	5	7	-43	-1	9	-3	3	-3	0
16	COC(=O)CSc1nnc(CNC(=O)c2cccc(C)c2)n1-c1ccccc1OC	16	-2	-3	2	8	-4	6	10	-2
17	CSc1nc(N2CCOCC2)c2c3c(sc2n1)CCC3	12	-9	4	21	-2	0	-3	-5	-1
18	CCN(CC)CCN1C(=O)C(O)=C(C(=O)c2ccco2)C1c1ccccn1 (centres undefined)	0	2	-1	-2	6	3	7	4	11
19	COc1ccc(-c2nnn(CC(=O)N(CCO)C(C(=O)NC3CCCC3)c3ccc(F)cc3)n2)cc1 (centres undefined)	-2	15	14	1	11	5	5	8	4
20	COc1ccc2c(c1OC)C(=O)OC2Nc1ccccc1S(=O)(=O)C(F)F (centres undefined)	0	5	5	8	0	3	6	7	6
21	Nc1nnc2c(n1)CCCC2	14	2	1	15	6	-4	6	9	-2
22	Cc1ccc(-c2noc(CCC(=O)NCC3CCN(Cc4cccc(C)c4)CC3)n2)cc1	3	2	2	1	-8	-1	1	-5	6
23	CCC(=O)N1CCc2cc(S(=O)(=O)NC(CC(C)C)C(=O)N3CCc4ccccc43)ccc21 (centres undefined)	10	11	-28	1	9	·	·	10	1
24	Cc1csc(SCCN2C(=O)c3ccccc3C2=O)n1	1	-9	-12	10	-6	6	1	7	1

Other entries follow.
No.	smiles	CatL block	C1s inh	FXIIa inh mix	CatS inh	CatG inh	JNK3 blocker	ROCK2 inh	PKA inh	FXIa mix inh
25	O=C(O)C1CC(=O)n2c(nc3ccccc32)S1 (centres undefined)	-2	41	2	6	7	2	0	2	6
26	CC(=O)Nc1ccc(N2CCN(C(=O)c3cccs3)CC2)cc1	18	-1	-15	16	2	-9	2	3	7
27	CN1CCN(C(c2cccc(C(F)(F)F)c2)c2nnnn2Cc2ccccc2)CC1 (centres undefined)	4	2	-27	1	-2	4	4	5	2
28	CCOC(=O)CNC(=O)c1sc2nc(C)cc(C)c2c1N	-5	2	4	-2	7	-2	2	9	1
29	O=C(CSc1nc2ccccc2[nH]1)c1cccs1	20	1	7	4	-2	8	6	7	6
30	Cc1ccc2c(c1)nnn2C1CCN(S(=O)(=O)c2ccc(C(=O)NC3CCCC3)cc2)CC1	10	-111	-1	-10	-10	7	0	-2	25
31	O=C(c1ccc(=O)[nH]c1)N(Cc1ccco1)C1(C(=O)NC2CCCCC2)CCCCC1	3	5	-14	3	13	·	·	-1	1
32	C=CCNc1nc(-c2sc(NC(=O)CC)nc2C)cs1	10	20	-8	-1	13	8	-2	-5	10
33	COc1cccc(NC(=O)CN(c2ccc(C)cc2)S(=O)(=O)c2c(C)nn(C)c2C)c1	5	-7	7	-2	6	-2	6	6	5
34	Cc1ccc(-c2csc3nnc(SCC(=O)Nc4cccc(C)n4)n23)cc1	8	-4	0	-2	-5	-3	2	11	-12
35	COc1ccc(NC(=O)CSc2nc(-c3ccncc3)nn2CC(=O)N2CCCC2)cc1	-4	-13	2	16	-1	-4	-2	-11	8
36	C[C@H](C(=O)O)c1n[nH]c(=O)c2ccccc12	3	9	23	0	9	0	7	8	0

Another view of part of the listing above:
14	O=C1CC(N2CCN(c3ccc(S(=O)(=O)N4CCOCC4)cc3)CC2)C(=O)N1Cc1ccccc1 (centres undefined)
15	CN1C(=O)CSc2ccc(NC(=O)N3CCN(c4ccccn4)CC3)cc21
Screen / compound no.	14	15
CatL block	-2	5
C1s inh	4	7
FXIIa inh mix	-28	-43
CatS inh	-1	-1
CatG inh	4	9
JNK3 blocker	-10	-3
ROCK2 inh	0	3
PKA inh	-2	-3
FXIa mix inh	8	0

2 records drawn at random from the list so far, as already listed:
No.	smiles	CatL block	C1s inh	FXIIa inh mix	CatS inh	CatG inh	JNK3 blocker	ROCK2 inh	PKA inh	FXIa mix inh
34	Cc1ccc(-c2csc3nnc(SCC(=O)Nc4cccc(C)n4)n23)cc1	8	-4	0	-2	-5	-3	2	11	-12
31	O=C(c1ccc(=O)[nH]c1)N(Cc1ccco1)C1(C(=O)NC2CCCCC2)CCCCC1	3	5	-14	3	13	·	·	-1	1

The results go on:
No.	smiles	CatL block	C1s inh	FXIIa inh mix	CatS inh	CatG inh	JNK3 blocker	ROCK2 inh	PKA inh	FXIa mix inh
37	CC1CC(C)(C)CC2(C1)NC(=O)N(CC(=O)NCC(c1ccco1)N1CCCCC1)C2=O (centres undefined)	·	1	7	-17	10	-2	2	7	9
38	Cn1nnnc1SCC(=O)Nc1ccc(Br)cc1Cl	-2	-2	8	0	-7	0	3	8	1
39	Brc1ccc(Nc2c3c(nc4ncnn24)CCC3)cc1	·	-21	2	0	1	·	·	1	7
40	COc1ccc(S(=O)(=O)N(C)CC(=O)Nc2ccc(F)cc2)cc1	-8	12	8	8	10	-3	-1	3	4
41	Cc1cc(Nc2ccc3ccccc3c2)n2ncnc2n1	19	·	·	·	·	-5	5	-2	·
42	Cn1c(=O)c(C(=O)Nc2ncccn2)c(O)c2ccccc21	-15	8	9	-5	12	1	1	-4	5
43	CCOC(=O)c1[nH]c2ccc(OC)cc2c1NC(=O)C(C)N1CCC2(CC1)OCCO2 (centres undefined)	-5	1	7	-19	2	-4	6	4	7
44	Cn1cccc1Cc1nnc(SCC(=O)N2CCCCCC2)n1CCc1ccccc1	-3	40	2	-3	14	-8	-5	-8	44
45	O=C(O)CC(NC(=O)COc1ccc(Cl)cc1Cl)C(=O)O (centres undefined)	2	·	·	·	·	-4	7	6	·
46	Clc1ccc(Cn2ncc3c(NCCN4CCOCC4)ncnc32)cc1	·	20	8	0	14	2	3	2	9
47	CCn1nc(C(=O)O)c(=O)c2cc3c(cc21)OCO3	10	-3	10	-5	8	-2	2	0	-1
48	CC1=C(C(=O)OC(C)C)C(C)C(C(=O)OC(C)C)=C(C)N1	13	17	5	13	9	2	1	2	4

Later entries.
No.	smiles	CatL block	C1s inh	FXIIa inh mix	CatS inh	CatG inh	JNK3 blocker	ROCK2 inh	PKA inh	FXIa mix inh
49	Cc1nc2ccccc2c2c1C(=O)N(CCC1=CCCCC1)C2=O	-1	-100	3	-21	-4	1	5	6	-14
50	CCCCOc1ccc(C(C)(O)CCN2CCOCC2)cc1 (centres undefined)	·	-28	-6	1	-1	-3	-2	4	12
51	CCC(C)(C)n1nnnc1CN1CCC(c2nc3ccc(C)cc3[nH]2)CC1	7	-2	4	3	6	-2	4	8	-3
52	COc1cc(/C=N/n2c(SC)nnc(C(C)(C)C)c2=O)ccc1O	-6	-1	1	-1	-1	2	1	2	9
53	CN1CC(=O)N(CC(=O)Nc2ccc(Cl)c(C(F)(F)F)c2)C1=O	-10	-14	1	-1	-1	8	3	-2	6
54	Nc1c(Br)cc(Br)c(N2CCCC2=O)c1Br	9	11	6	1	22	1	4	6	9
55	CCC(=O)N1c2ccccc2-c2nnc(SC)nc2OC1c1ccc(OC)c(OC)c1 (centres undefined)	11	-24	8	12	8	-1	4	2	3
56	Cc1ccccc1CN1C2=NCCN2c2ccccc21	-8	12	10	-6	30	1	3	1	7
57	COc1ccc(N2CCN(C(=O)Cn3nnc(-c4ccc(OC)c(OC)c4)n3)CC2)cc1	17	4	8	13	11	-4	4	8	-4
58	CS(=O)(=O)Nc1ccccc1C(=O)NC1CC2CCC1C2 (centres undefined)	1	3	-1	0	-3	1	6	10	6
59	CC(=O)OC1CC2(C)C(=O)CCC2C2CCc3cc(O)ccc3C12 (centres undefined)	2	16	2	-1	11	-1	5	-2	0
60	NS(=O)(=O)c1cc2c(cc1Cl)NC=NS2(=O)=O	10	-13	6	2	-28	5	1	1	-11
61	COC(=O)Nc1c(-c2ccccc2)nc2ccc(C)cn12	6	3	-21	-7	7	-3	0	4	7
62	Cc1nnc(SCC(=O)N(C(C)C)C(C)C)nc1C	7	-38	10	14	13	4	3	4	-7

This is a random part of the collection; 1.5% or so of the library scored in one or more.
